Bioassay records: PubChem BioAssay, National Center for Advancing Translational Sciences (NCATS)
GCN5L2 inh: inhibitors of human GCN5L2 histone acetyltransferase. GCN5L2 HAT assay, ThioGlo1 CoA-SH fluorescence. Potency, µM (titrated, usually from 58.9 µM), without a hit: at the highest dose activity change, negative = inhibition, actives largely listed as inhibitors. 390,000 tested, 0.21% active
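Fluorescence readout, Ex340nm/Em540nm: ThioGlo1 (50uM final) reacts with free CoA thiol released as 20nM GCN5L2 acetylates H3(1-25) peptide (75uM) using acetyl-CoA (70uM). Compound and enzyme sat 15 min beforehand; 20 min room-temperature reaction.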
FEN1 inhibitor: blocks human flap endonuclease 1; AID 588795; Potency, µM (doses to about 114 µM), for inactives: top-dose activity change, negative = inhibition, hits mostly inhibitors; 390,000 tested, 0.35% active; Recombinant FEN1 flap cleavage, fluorescence, 15 min; P39748; note: nearly all actives have a fitted effect of over 65% in size
Target sequence (P39748 whole entry, looked up): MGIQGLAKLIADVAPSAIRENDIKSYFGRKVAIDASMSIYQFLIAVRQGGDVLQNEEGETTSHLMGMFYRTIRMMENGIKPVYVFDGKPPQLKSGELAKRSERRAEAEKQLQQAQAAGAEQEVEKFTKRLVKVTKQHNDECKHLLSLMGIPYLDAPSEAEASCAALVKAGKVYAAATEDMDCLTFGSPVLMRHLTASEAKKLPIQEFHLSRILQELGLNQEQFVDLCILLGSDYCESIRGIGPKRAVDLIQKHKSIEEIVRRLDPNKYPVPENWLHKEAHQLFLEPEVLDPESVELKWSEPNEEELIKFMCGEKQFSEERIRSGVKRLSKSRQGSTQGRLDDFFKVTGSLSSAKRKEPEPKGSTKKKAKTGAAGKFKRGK
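In this screen, 50 nM flap DNA substrate was added to 10 nM FEN1 pretreated with compound for 15 min at room temperature; cleavage was followed with reads at 0 and 15 min, and Hill fitting gave concentration–response parameters.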
N370S GC: inhibits or activates N370S mutant glucocerebrosidase; P04062; N370S GC spleen homogenate, 4MU-glucoside fluorescence; Potency, µM (doses to about 59.4 µM), without a hit: at the top dose activity change, negative = inhibition, hits mostly inhibitors; 330,000 tested, 0.092% active;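 note: 0% = full enzyme activity and -100% = no enzyme basal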
Numbers without * were called inactive; ? = inconclusive; / = not tested or not shown; & = joins results of further samples. Calls come from the whole dose curve; as a rule, active = well fitted curve in the direction sought with a large enough effect; inconclusive = small, poorly fitted or top-dose-only effect, or another doubt; inactive = no such curve, though single readings can be large; an effect the other way counts as inactive or inconclusive. Unless noted, % is set by controls: 0 for no effect and ±100 for the full control effect; potency is the fitted concentration of half-maximal effect.

Values run as follows: GCN5L2 inh	FEN1 inhibitor	N370S GC
Cn1c(=O)c2c(nc(N3CCOCC3)n2CCSc2ncccn2)n(C)c1=O
 : 0%	0%	-1%
Cc1cccc(-n2c(SCC(=O)c3c(N)n(C4CC4)c(=O)[nH]c3=O)nnc2N2CCOCC2)c1
 : -2%	2%	/
Clc1ccc(-c2cn3ncsc3n2)cc1
 : -10%	-9%	/
COc1ccc(C2CC(c3c(O)n(C4CCCCC4)c(=O)[nH]c3=O)=Nc3ccccc3S2)cc1 (centres undefined)
 : -13%	-21%	/
O=C(O)CSc1nnc(-c2ccccc2)o1
 : -2%	-4%	9%
COc1ccc(C2CC3(CC(C)(C)NC(=O)N3)Oc3cc(O)ccc32)cc1 (centres undefined)
 : 1%	-15%	2%
COc1ccc(NC(=O)C2CCCN(S(=O)(=O)c3ccc(C)cc3)C2)cc1OC (centres undefined)
 : 1%	-5%	5%
CC1=C(C(=O)Nc2cc(C(=O)N(C)Cc3ccccc3)ccc2C)SCCO1
 : -26%	-10%	5%
COc1cccc(NC(=O)C2CC(=O)N/C(=N/NC(=O)c3ccc(C)cc3)S2)c1 (centres undefined)
 : -5%	6%	9%
O=C(CSc1nnc(-c2cccs2)n1-c1ccccc1)c1ccc2c(c1)OCCO2
 : -13%	-1%	-4%
Cc1c(-n2c(=S)[nH]c3ccccc3c2=O)c(=O)n(-c2ccccc2)n1C
 : -2%	2%	3%
CSc1ncc(Cl)c(C(=O)N(Cc2ccc(C)cc2)C2CCS(=O)(=O)C2)n1 (centres undefined)
 : -3%	17%	/
Brc1ccc(OCCCCN2CCCCC2)cc1
 : 2%	2%	-7%
Cc1cccc(NC(=O)CSCC(=O)Nc2ccccc2N2CCCCC2)c1
 : -14%	-19%	-11%
COc1ccc(C(=O)CN2C(=O)c3ccccc3C2=O)c(OC)c1
 : ?	11%	-4%
O=C(NC1=NCCS1)c1ccncc1
 : -4%	-1%	2%
Cc1cc(-n2c(SCC(=O)Nc3ccc(Br)cc3)nc3n[nH]c(C)c3c2=N)ccc1Cl
 : -7%	-14%	1%
CCOc1ccc(-c2c(C)n([O-])c3c([n+]2=O)CCCCC3)cc1
 : -13%	33%	13%
Cc1cc(Cl)ccc1OCc1nc(-c2ccncc2)no1
 : -5%	13%	6%
COC(=O)c1oc2ccc(Cl)cc2c1NC(C)=O
 : 0%	3%	-15%
O=C(COC(=O)/C=C/c1ccc2ccccc2n1)NNC(=O)c1ccc([N+](=O)[O-])cc1
 : -24%	1%	-12%
CCc1cccc(NC(=O)CN2C=NS(=O)(=O)c3ccccc32)c1
 : 3%	19%	/
CCCCNC(=O)CN(Cc1ccco1)S(=O)(=O)c1ccc(C(C)=O)cc1
 : -2%	-4%	/
Cc1cc(C)n(CC(=O)N2CCCC(N3CCN(c4ccccc4C)CC3)C2)n1 (centres undefined)
 : -2%	0%	-8%
CCOc1ccc(S(=O)(=O)NCC(c2cccs2)S(=O)(=O)c2ccc(C)cc2)cc1 (centres undefined)
 : -14%	8%	/
Cc1ccccc1Nc1ncnc2c1c(-c1ccccc1)cn2-c1ccc(F)cc1
 : -2%	8%	/
COc1cc2c(-c3cc(Br)ccc3O)nc3c(c(C)nn3-c3ccccc3)c2cc1OC
 : -3%	18%	/
COc1cccc(/C=N/N2C(=O)NC3(CCCCC3)C2=O)c1O
 : -2%	-13%	-11%
O=C(O)CCC(=O)Nc1cccc(-c2nc3ccccc3o2)c1
 : ?	6%	0%
CCOc1cc(CN2CCN(c3ccc(C(C)=O)cc3)CC2)ccc1OC
 : -5%	-1%	-2%

Part of the list above, with the structure last:
GCN5L2 inh	FEN1 inhibitor	N370S GC	canonical_smiles
-13%	-21%	/	COc1ccc(C2CC(c3c(O)n(C4CCCCC4)c(=O)[nH]c3=O)=Nc3ccccc3S2)cc1 (centres undefined)
-2%	-4%	9%	O=C(O)CSc1nnc(-c2ccccc2)o1

Carrying on.
Values run as follows: GCN5L2 inh	FEN1 inhibitor	N370S GC
Cc1nonc1CN(C)C(=O)c1ccc(OC2CCN(Cc3ccccn3)CC2)cc1
 : -8%	4%	5%
O=C(NC1CC(=O)N(c2ccccc2)C1)C1CCCC1 (centres undefined)
 : 14%	-5%	/
O=C(Cn1c2ccc(F)cc2c2nc3n(c(=O)c21)CCS3)N1CCCC1
 : 4%	1%	8%
CCCN(CCC)C(=O)Nc1ccc(F)cc1F
 : -15%	2%	2%
O=C(Nc1ncc([N+](=O)[O-])s1)c1ccc2c(c1)OCO2
 : -9%	6%	-7%
CCc1cc2cc(C)cc(C)c2nc1SCC(=O)Nc1cc(C)on1
 : 4%	-5%	12%
COC1=NS(=O)(=O)c2ccccc21
 : 2%	0%	2%
Cc1ccc(C)c(N(C)C(=O)c2ccc3c(=O)n4c(nc3c2)CCCCC4)c1
 : -5%	10%	4%
Oc1c(Br)cc(/C=N/NC(=S)NCC2CCCO2)cc1Br (centres undefined)
 : -2%	2%	1%
COCCn1c(C)cc(C(=O)COC(=O)CNC(=O)c2ccco2)c1C
 : -3%	-12%	/
Cc1ccc(C)c(NC(=O)CSc2cn(CC(=O)N3CCCC3)c3ccccc23)c1
 : -6%	-11%	/
Cc1cnc([N+](=O)[O-])n1CCOC(=O)NC(=O)c1c(F)cccc1F
 : -5%	16%	2%
COc1ccc(S(=O)(=O)N2CC3C4C=CC(C4)C3C2)cc1 (centres undefined)
 : -7%	-8%	3%
OC1COC(OCC2OC(OCc3ccccc3)C(O)C(O)C2O)C(O)C1O (centres undefined)
 : -1%	2%	1%
CCO[C@@H]1OC(C(=O)N2CCN(Cc3ccccc3)CC2)=C[C@H](C2CC2)[C@H]1CCCO
 : -5%	-3%	-7%
CCN1CCCC1CNCC(=O)Nc1ccc(OC(F)(F)F)cc1 (centres undefined)
 : -4%	-8%	-8%
CCN1c2ccccc2-c2nc(SCC(=O)NCc3ccccc3)ncc2S1(=O)=O
 : -11%	23%	/
Cc1ccccc1CN1[C@@H]2c3ccccc3C[C@@H]2OCCS1(=O)=O
 : 0%	8%&-23%	6%
CCCCCn1c(CCCNC(=O)c2cccc(C)c2)nc2ccccc21
 : -15%	?	/
COc1ccc([N+](=O)[O-])cc1NC(=O)COC(=O)c1ccc(O)cc1
 : 7%	-11%	18%

Some of these compounds in order of their number in FEN1 inhibitor, highest first:
Values run as follows: GCN5L2 inh	FEN1 inhibitor	N370S GC
Cc1cnc([N+](=O)[O-])n1CCOC(=O)NC(=O)c1c(F)cccc1F
 : -5%	16%	2%
COc1ccc(S(=O)(=O)N2CC3C4C=CC(C4)C3C2)cc1 (centres undefined)
 : -7%	-8%	3%
COc1ccc([N+](=O)[O-])cc1NC(=O)COC(=O)c1ccc(O)cc1
 : 7%	-11%	18%

Continued.
Values run as follows: GCN5L2 inh	FEN1 inhibitor	N370S GC
Cc1ccc(N2CC(=O)N(c3ccc(C)cc3)CC2=O)cc1
 : -4%	3%	3%
C/C(=C\C=C(C#N)C#N)c1cc(C#N)c(N)o1
 : -5%	56µM*	-9%
COc1ccc(N2C(=O)CC(S/C(N)=N/N=C(\C)c3cccs3)C2=O)cc1 (centres undefined)
 : -4%	-10%	-13%
COc1ccc(Cc2nnc(SCC(=O)NC3(C#N)CCCCC3)n2N)cc1
 : -3%	8%	3%
Cc1c(OC(C)C(=O)NCc2ccccn2)ccc2c3c(c(=O)oc12)CCC3 (centres undefined)
 : 1%	-10%	?
Cn1c(C(O)c2ccccc2F)nc(Cl)c1Cl (centres undefined)
 : 0%	15%	13%
COc1ccc(Cc2nnc(NC(=O)c3ccccc3C)s2)cc1
 : -6%	3%	-4%
Cc1cc(-c2ccc(C)c(S(=O)(=O)NCc3ccc(Br)cc3)c2)on1
 : -14%	-17%	-7%
Cc1cccc(C(=O)OC2CCN(C)CC2)c1
 : -5%	-1%	-6%
S=c1[nH]nc(-c2cccs2)n1/N=C/c1cccs1
 : -5%	-3%	14%

Some of the entries so far, with each value named:
Cc1c(OC(C)C(=O)NCc2ccccn2)ccc2c3c(c(=O)oc12)CCC3 (centres undefined)
  GCN5L2 inh: 1%
  FEN1 inhibitor: -10%
  N370S GC: ?
Cn1c(C(O)c2ccccc2F)nc(Cl)c1Cl (centres undefined)
  GCN5L2 inh: 0%
  FEN1 inhibitor: 15%
  N370S GC: 13%

(continued)
Values run as follows: GCN5L2 inh	FEN1 inhibitor	N370S GC
COc1ccccc1OCC(=O)Nc1nnc2n1CCS2
 : -6%	2%	/
CCC(CC)C(=O)Nc1ccc(S(=O)(=O)Nc2nccs2)cc1
 : -5%	-2%	-2%
CCCCNC(=O)c1nn(-c2ccccc2OC)c(=O)c2ccccc12
 : 0%	0%	-4%
COc1ccc(C)cc1NC(=O)Nc1ccccc1OCc1cc(=O)n2ccccc2n1
 : -12%	-13%	/
CNc1oc(-c2ccc(Cl)cc2)nc1P(=O)(c1ccccc1)c1ccccc1
 : -20%	-29%	30%
CCOc1ccccc1/C=C(/NC(=O)c1ccccc1)C(=O)NC(C)c1ccccc1 (centres undefined)
 : -8%	3%	0%
O=S(=O)(c1ccc2c(c1)C(=NO)c1cc(S(=O)(=O)N3CCCCC3)ccc1-2)N1CCCCC1
 : -25%	0%	1%
COc1ccc(NC2CCCN(C(=O)CN3CCOC3=O)C2)cc1 (centres undefined)
 : -29%	-4%	0%
O=C(Nc1ccc(CSc2ccccc2)cc1)c1ccccc1
 : 15%	-3%	-8%
Cc1cccc(NC(=O)c2ccc(N3CCOCC3)c([N+](=O)[O-])c2)n1
 : -3%	-5%	-1%
CCCc1nc2nc(C)c(NS(=O)(=O)c3ccc(C(C)(C)C)cc3)c(=O)n2[nH]1
 : 2%	-12%	-9%
Cc1ccc(S(=O)(=O)N/N=C/c2ccccc2O)cc1[N+](=O)[O-]
 : -24%	-3%	-8%
CC(=O)N(C)c1ccc(NC(=S)Nc2ccc(C(C)C)cc2)cc1
 : -6%	0%	-1%
Cc1cccc(NC(=O)c2nc(S(C)(=O)=O)ncc2Cl)c1
 : 1%	-24%	/
Cn1c2c(c(=O)n(C)c1=O)C(C(F)(F)F)(C(F)(F)F)N=C(c1ccc(Cl)cc1)N2
 : 0%	9%	22%
C=CCn1nc(-c2ccccc2)c(N2CCCCC2)cc1=O
 : -2%	-12%	?
O=C(/C=C/c1ccnc2ccccc12)c1cccs1
 : -14%	-21%	7%
O=C(NC(=S)Nc1cccc(NC(=O)c2ccccc2Cl)c1)c1cccs1
 : -5%	1%	1%
CC(=O)c1cccc(NC(=O)NC2CC(=O)N(c3ccc4c(c3)OCCO4)C2)c1 (centres undefined)
 : 0%	3%	1%
CCOC(=O)c1c(CSc2ccccc2)n(C)c2cc(Br)c(OC)c(O)c12
 : -9%	-15%	-8%
Cc1ccc(N2CCN(C(=O)c3cc(S(=O)(=O)N4CCCCC4)c[nH]3)CC2)c(C)c1
 : -5%	-5%	/
O=C(Nc1cc(S(=O)(=O)N2CCOCC2)ccc1N1CCOCC1)c1cc2c(s1)CCC2
 : -9%	5%	22%
c1cncc(Nc2nc(-c3cccs3)cs2)c1
 : -14%	0%	-18%

2 of these compounds, reformatted.
SMILES: CC(=O)N(C)c1ccc(NC(=S)Nc2ccc(C(C)C)cc2)cc1
  GCN5L2 inh = -6% | FEN1 inhibitor = 0% | N370S GC = -1%
SMILES: c1cncc(Nc2nc(-c3cccs3)cs2)c1
  GCN5L2 inh = -14% | FEN1 inhibitor = 0% | N370S GC = -18%
